Compound activity: PubChem, Broad Institute
Cneo AK release – Cryptococcus neoformans cell lysis inducers, primary screen, AK release luminescence, single concentration. C. neoformans lysis, adenylate kinase release luminescence, 4 h; normalised: neutral wells 0, clomiphene wells 100. lysis activity, % at 15 µM. 0.2% of 360,000 active. AID 651654, 2012;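 active = mean lysis activity across replicates of at least 80%, whatever share of replicates individually reach that level; inactive = mean lysis activity below 80%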
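Assay system: Cryptococcus neoformans yeast cells / Dosing: single-point compound dose / Timing: 4 h at 37 °C static, read 1 h later / Measured by: luminescence of released adenylate kinase using an AK detection reagent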
RAD54 inh – inhibitors of human RAD54 branch migration, primary screen, biochemical, fluorescence, single point; RAD54 Holliday junction branch migration, FAM/BHQ fluorescence; inhibition, % at 10.4 µM; AID 602329, 2012; DNA repair and recombination protein RAD54-like (Homo sapiens), Q92698; 0.14% of 360,000 active;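 active = mean normalized replicate activity at least 40 and at least half of replicates scoring 40 or more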;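 also: 0% = median of neutral control wells and 100% = median of positive control wells; inhibitors cause a drop in the FAM fluorescence signal; in these data hits start at about 50%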
E-selectin induc – E-selectin induction in HUVECs, primary screen, imaging, HUVEC, immunofluorescence imaging, single point; normalized: neutral wells 0, TNF-alpha wells 100; P16581; 0.37% of 260,000 active; activation, % at 7.58 µM;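 active = mean E-selectin-positive cell signal at least 10% of the positive control, reached in at least 60% of replicates, without over 20% cell loss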;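 also: in these data hits start at about 27%; measured in HUVEC primary endothelial cells; signal is the percent of cells scored E-selectin positive by PE staining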
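Assay system: HUVEC primary endothelial cells. Input: 3,000 HUVEC seeded per well. Doses: one compound dose added by pin transfer. Read-out basis: % PE-positive cells. Benchmarks: TNF-alpha high, DMSO low. Detection: immunofluorescence imaging. Buffer or medium: EGM-2, gelatin.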
PglD inh – C. jejuni PglD acetyltransferase inhibitors, primary screen, biochemical, DTNB colorimetric, single point. inhibition, % at 12.5 µM. 0.098% of 360,000 active. purified PglD enzyme, DTNB colorimetric CoA detection. UDP-N-acetylbacillosamine N-acetyltransferase PglD (Campylobacter jejuni); in the data active = inhibition above about 16%, passing the limit was not always enough; also: strong numbers were not always called active
PGC1a acetyl inh – inhibitors of PGC1a acetylation signal, primary screen, cell-based, U2OS, AlphaScreen, inhibitor mode. AID 651687, 2012. inhibition, % at 15.6 µM. 0.17% of 350,000 active. AlphaScreen anti-acetyl-lysine; with virally co-expressed GCN5 acetyltransferase;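 active = every replicate shows inhibition of at least 40%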;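 also: 0% = neutral control wells and 100% = positive control wells; some results beyond the cut were filed as inactive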
RAD52 inh – RAD52 DNA annealing inhibitors, primary screen, biochemical, FRET, single point, set 2; 0.46% of 360,000 active; recombinant RAD52 DNA annealing, FRET fluorescence; inhibition, % at 18.7 µM; AID 651710, 2012; DNA repair protein RAD52 homolog (Homo sapiens), P43351;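 active = every replicate showing at least 50% inhibition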
miR122 inh – miR-122 Renilla sensor signal increase in Huh7, primary screen, miR-122 inhibitor project, cell-based, single point, plate reader | 0.3% of 340,000 active | AID 602342, 2012 | activation (reporter increase), % at 12.5 µM | Huh7 miR-122 Renilla luciferase sensor, 48 h; neutral wells = 0, positive control = 100;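 active = mean replicate activation score at least 90 and every replicate individually at or above 90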;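 also: higher luciferase means less miR-122 activity so hits act as miR-122 inhibitors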
ERAP1 inh – human ERAP1 aminopeptidase inhibitors, primary screen, biochemical, single point, plate reader. recombinant ERAP1, Leu-AMC fluorescence, 60 min. inhibition, % at 10.7 µM. 0.15% of 340,000 active. AID 652197, 2013;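 active = mean replicate inhibition of at least 30%, or all replicates individually reaching that 30% level; inactive = mean below 30% and not every replicate reaching it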;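 also: 0% = neutral control wells and 100% = L-leucinethiol positive control wells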
Target sequence (Q9NZ08 whole entry, looked up): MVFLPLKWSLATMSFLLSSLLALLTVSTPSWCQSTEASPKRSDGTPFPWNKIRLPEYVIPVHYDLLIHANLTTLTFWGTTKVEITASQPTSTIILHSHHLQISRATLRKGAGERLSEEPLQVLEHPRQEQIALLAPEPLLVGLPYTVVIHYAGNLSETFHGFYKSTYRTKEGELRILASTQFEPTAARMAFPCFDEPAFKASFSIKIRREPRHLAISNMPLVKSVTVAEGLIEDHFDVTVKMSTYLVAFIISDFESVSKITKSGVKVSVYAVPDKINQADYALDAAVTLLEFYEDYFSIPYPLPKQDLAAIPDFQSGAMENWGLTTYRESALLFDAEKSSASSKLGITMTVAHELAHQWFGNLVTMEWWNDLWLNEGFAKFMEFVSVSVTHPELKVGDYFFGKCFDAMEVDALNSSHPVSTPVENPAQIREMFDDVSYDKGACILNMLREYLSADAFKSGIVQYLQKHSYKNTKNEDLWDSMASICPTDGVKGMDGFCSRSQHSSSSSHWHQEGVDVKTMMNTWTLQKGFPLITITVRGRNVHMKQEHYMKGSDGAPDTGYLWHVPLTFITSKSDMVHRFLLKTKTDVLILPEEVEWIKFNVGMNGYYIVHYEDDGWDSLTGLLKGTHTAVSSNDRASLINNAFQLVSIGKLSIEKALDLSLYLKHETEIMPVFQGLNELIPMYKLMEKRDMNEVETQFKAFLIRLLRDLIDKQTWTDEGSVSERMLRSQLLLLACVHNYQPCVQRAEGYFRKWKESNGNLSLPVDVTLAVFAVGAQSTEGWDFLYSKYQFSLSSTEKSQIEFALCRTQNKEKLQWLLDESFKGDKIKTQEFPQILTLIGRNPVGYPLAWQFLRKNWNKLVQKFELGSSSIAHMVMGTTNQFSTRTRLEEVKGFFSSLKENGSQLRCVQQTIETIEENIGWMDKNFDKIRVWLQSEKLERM
* = called active by the depositor; & = joins results of further samples; [ ] = dose if it differs, or a comment.

The opening 2 compounds (preview)
`COc1cc(OC)c(C2Nc3cccc4cccc(c34)N2)c(OC)c1` gave Cneo AK release -2, RAD54 inh 27, E-selectin induc 0.0, PglD inh 3, RAD52 inh -11 and ERAP1 inh -1.
For C[C@H](CO)N1C[C@H](C)[C@H](CN(C)C(=O)Nc2ccc3c(c2)OCO3)Oc2ccc(NC(=O)Cc3ccccc3)cc2CC1=O the results were Cneo AK release 0, RAD54 inh 9, E-selectin induc -4.8, PglD inh 0, PGC1a acetyl inh -8, RAD52 inh -7, miR122 inh -5[16.7 µM] and ERAP1 inh 7.

Main list, from the start:
`COc1cc(OC)c(C2Nc3cccc4cccc(c34)N2)c(OC)c1` gave Cneo AK release -2, RAD54 inh 27, E-selectin induc 0.0, PglD inh 3, RAD52 inh -11 and ERAP1 inh -1.
For C[C@H](CO)N1C[C@H](C)[C@H](CN(C)C(=O)Nc2ccc3c(c2)OCO3)Oc2ccc(NC(=O)Cc3ccccc3)cc2CC1=O the results were Cneo AK release 0, RAD54 inh 9, E-selectin induc -4.8, PglD inh 0, PGC1a acetyl inh -8, RAD52 inh -7, miR122 inh -5[16.7 µM] and ERAP1 inh 7.
Cc1cc(OCC(=O)NNC(=O)c2ccncc2)ccc1C(C)C was read as Cneo AK release -2, RAD54 inh -9, PglD inh -3, PGC1a acetyl inh 8, RAD52 inh -13, miR122 inh 2 and ERAP1 inh 1.
COc1ccccc1C(=O)NCCC(=O)N(C)CC(=O)Nc1ccc(N2CCOCC2)cc1 was read as Cneo AK release 8, RAD54 inh 0, PglD inh 0, RAD52 inh -5 and ERAP1 inh -3.
Screening CC(=O)Oc1ccc(/C=C2\C=C(c3ccc(C)cc3)OC2=O)cc1 returned Cneo AK release 1, RAD54 inh -1, PglD inh -4, PGC1a acetyl inh 7, RAD52 inh -338, miR122 inh 0 and ERAP1 inh 4.
O=C(Nc1cc(S(=O)(=O)N2CCCCC2)ccc1Cl)c1ccncc1 was read as Cneo AK release 0, RAD54 inh 5, PglD inh 2, PGC1a acetyl inh -2, RAD52 inh -5, miR122 inh 2 and ERAP1 inh 1.
CCOC(=O)c1c(NC(=O)C2(C)Cc3ccccc3C(=O)O2)sc2c1CCCC2 (stereo not drawn) was read as Cneo AK release 2, RAD54 inh 7, PglD inh 7, PGC1a acetyl inh -11, RAD52 inh 0, miR122 inh -6 and ERAP1 inh 9.
Screening O=C(NCc1ccccc1)NC1(C(=O)Nc2ccc3c(c2)OCCO3)CCCCC1 returned Cneo AK release 4, RAD54 inh 3, PglD inh -3, PGC1a acetyl inh 4 and miR122 inh -1.
Screening Cc1ccc(C(=O)Oc2ccccc2N2CCOCC2)cc1 returned Cneo AK release 2, RAD54 inh 5, E-selectin induc 0.1, PglD inh -5, RAD52 inh -8, miR122 inh -4 and ERAP1 inh 0.
For FC(F)Oc1ccc(/C=N/n2c(Cc3ccc(Br)cc3)n[nH]c2=S)cc1 the results were Cneo AK release 56, RAD54 inh 8, PglD inh -5, RAD52 inh -8, miR122 inh 0 and ERAP1 inh 2.
`Cc1ccc(-c2noc(CSc3nnc(Cc4cccs4)n3-c3ccccc3)n2)cc1` gave Cneo AK release 0, RAD54 inh -2, E-selectin induc 0.4, PglD inh 0, PGC1a acetyl inh -1, RAD52 inh -56, miR122 inh 43 and ERAP1 inh 2.
`COc1ccccc1-c1cn(CC[C@@H]2CC[C@@H](NC(=O)Cc3ccccn3)[C@@H](CO)O2)nn1` gave Cneo AK release 1, RAD54 inh 2, E-selectin induc -0.4, PglD inh -4, PGC1a acetyl inh -5, RAD52 inh -2 and ERAP1 inh 2.
Screening C[C@H](CO)N1C[C@H](C)[C@H](CN(C)S(=O)(=O)c2ccc(Cl)cc2)OCCCC[C@H](C)Oc2ccc(NC(=O)Nc3ccc(F)cc3)cc2C1=O returned Cneo AK release -3, RAD54 inh 3, PglD inh 0, PGC1a acetyl inh -4, RAD52 inh 10, miR122 inh 0[16.7 µM] and ERAP1 inh -1.
`O=C(Cc1ccccc1)c1c[nH]c(C(=O)O)c1` gave E-selectin induc 0.1, PGC1a acetyl inh 11, RAD52 inh -10 and ERAP1 inh 3.
For Nc1nc(-c2cccnc2)nn1C(=O)c1ccc(Cl)cc1 the results were Cneo AK release 1, RAD54 inh 4, E-selectin induc 0.0, PglD inh 3, RAD52 inh -16, miR122 inh 3 and ERAP1 inh 0.
`CCCNC(=O)c1ccccc1NC(=O)C1COc2ccccc2O1` (stereo not drawn) gave Cneo AK release -1, RAD54 inh -5, PglD inh 16, PGC1a acetyl inh -18 and miR122 inh -4.
O=C(CSc1n[nH]c(-c2ccccc2)n1)N1CCOCC1 was read as Cneo AK release 0, RAD54 inh 8, PglD inh -4, PGC1a acetyl inh 3, RAD52 inh -7, miR122 inh -5 and ERAP1 inh 0.
`O=C(Cc1c(C(=O)O)[nH]c2ccc(Cl)cc12)Nc1ccc2c(c1)OCCO2` gave Cneo AK release 0, RAD54 inh -15, PglD inh 6, PGC1a acetyl inh 9 and miR122 inh 2.
C[C@H](CO)N1C[C@H](C)[C@@H](CN(C)Cc2ccc(C(=O)Nc3ccccc3N)cc2)Oc2ccc(NC(=O)Cn3cnnn3)cc2C1=O was read as Cneo AK release 3&-4, RAD54 inh -6&-12, E-selectin induc -0.1, PglD inh 0&0, PGC1a acetyl inh -13&7, RAD52 inh -20&0, miR122 inh -4&1[16.7 µM] and ERAP1 inh -2&-1.
`C[C@@H]1CN([C@H](C)CO)C(=O)c2c(c3ccccc3n2C)-c2ccccc2CO[C@H]1CN(C)S(=O)(=O)c1ccccc1` gave Cneo AK release 5, RAD54 inh -2, E-selectin induc -0.1, PglD inh 2, PGC1a acetyl inh -17, RAD52 inh 15 and ERAP1 inh -6.
Screening O=S(=O)(c1ccc(F)cc1)N1CCN(S(=O)(=O)c2cc(F)ccc2F)CC1 returned Cneo AK release 1, RAD54 inh -1, PglD inh -2, PGC1a acetyl inh -15, RAD52 inh -2, miR122 inh -4 and ERAP1 inh 0.
For C[C@H]1CN([C@@H](C)CO)C(=O)c2cc(C#Cc3ccncc3)cnc2O[C@H]1CN(C)C(=O)CN(C)C the results were E-selectin induc -0.2, PGC1a acetyl inh 4, RAD52 inh -16 and ERAP1 inh 3.
Cc1sc2ncn(CC(=O)NCC(=O)N(C)Cc3ccccc3)c(=O)c2c1C was read as Cneo AK release 2, RAD54 inh 15, PglD inh 8, PGC1a acetyl inh 4 and miR122 inh 49.
Nc1cc(=O)[nH]c(SCc2cccc(Cl)c2)n1 was read as Cneo AK release 1, RAD54 inh 2, PglD inh -8, PGC1a acetyl inh -46 and miR122 inh -7.
`COc1ccc(NC(C)=O)cc1CNC(=O)COc1ccccc1C(=O)Nc1cccc(C)c1C` gave Cneo AK release -1, RAD54 inh 5, E-selectin induc 0.0, PglD inh -1, PGC1a acetyl inh 6, RAD52 inh -16, miR122 inh -4 and ERAP1 inh 1.
COc1ccc(N/C=C(\[N+](=O)[O-])S(=O)(=O)c2ccccc2)cc1 was read as Cneo AK release -1, RAD54 inh 6, E-selectin induc 0.7, PglD inh 6, RAD52 inh -13 and ERAP1 inh -1.
CN(CC(=O)NC(=O)NCc1ccccc1)CC(=O)Nc1ccc(Cl)c(C(F)(F)F)c1 was read as Cneo AK release 1, RAD54 inh 10, E-selectin induc 1.3, PglD inh -5, PGC1a acetyl inh 9, RAD52 inh -3, miR122 inh -3 and ERAP1 inh 1.
Cc1sc2ncn(CC(=O)NCCCC(=O)N3CCN(c4ncccn4)CC3)c(=O)c2c1C was read as Cneo AK release 8, RAD54 inh -6, PglD inh -3, PGC1a acetyl inh -7 and miR122 inh 0.
Screening C=CCn1c(SCc2c(C)noc2C)nc2sc3c(c2c1=O)CCCC3 returned Cneo AK release -1, RAD54 inh -1, PglD inh 4, PGC1a acetyl inh -19 and miR122 inh 32.
CSc1ccccc1NC(=S)N/N=C/c1cccn1Cc1cccc(C)c1 was read as E-selectin induc -0.1, PGC1a acetyl inh 2, RAD52 inh 7, miR122 inh 3 and ERAP1 inh 5.
Screening C/C=C/c1ccc2c(c1)O[C@@H](CN(C)CC1CCCC1)[C@H](C)CN([C@H](C)CO)S2(=O)=O returned Cneo AK release 4, RAD54 inh 8, E-selectin induc 2.2, PglD inh 3, PGC1a acetyl inh 21, RAD52 inh 19, miR122 inh 4[16.7 µM] and ERAP1 inh -5.
For CCOC(=O)c1sc2nc(C)[nH]c(=S)c2c1C the results were PGC1a acetyl inh -18, RAD52 inh -39, miR122 inh -4 and ERAP1 inh 1.
CC(=O)Nc1ccc(C2=CC(=O)CC(C)(C)C2)cc1 was read as Cneo AK release 0, RAD54 inh -7, E-selectin induc 0.1, PglD inh 1, RAD52 inh -8 and ERAP1 inh -1.
For CCOC(=O)c1sc(NC(=O)C2CC(=O)N(c3ccc(C)cc3)C2)nc1C (stereo not drawn) the results were Cneo AK release 1, RAD54 inh -7, E-selectin induc 0.0, PglD inh 1, RAD52 inh -20 and ERAP1 inh -5.
CCOc1ccc(NC(=O)CN2CCN(c3ccc(F)cc3)CC2)cc1 was read as Cneo AK release 9, RAD54 inh 5, E-selectin induc -0.1, PglD inh 9, PGC1a acetyl inh 14, RAD52 inh -16, miR122 inh 5 and ERAP1 inh -4.
`Cc1c(C)n(Cc2ccccc2)c2ncnc(Cl)c12` gave Cneo AK release -2, RAD54 inh 4, E-selectin induc 6.1, PglD inh -5, PGC1a acetyl inh 11, RAD52 inh 2, miR122 inh -6 and ERAP1 inh 0.
CN1CCN(S(=O)(=O)c2ccc(C3CCCCC3)cc2)CC1 was read as Cneo AK release -1, RAD54 inh 4, E-selectin induc -0.1, PglD inh -1, PGC1a acetyl inh 4, RAD52 inh -19, miR122 inh -2 and ERAP1 inh 96*.
For COc1cccc(NC(=O)C2CC(=O)n3cnnc3S2)c1 (stereo not drawn) the results were Cneo AK release -4, RAD54 inh 1, PglD inh 0, PGC1a acetyl inh -1 and miR122 inh 1.
For C[C@H](CO)N1C[C@H](C)[C@H](CN(C)C(=O)c2cccnc2)Oc2cc(/C=C/c3ccccc3)ccc2S1(=O)=O the results were Cneo AK release -8, RAD54 inh -2, E-selectin induc -0.8, PglD inh 2, PGC1a acetyl inh -5, RAD52 inh 9, miR122 inh 13[16.7 µM] and ERAP1 inh 1.
CCc1ccccc1NC(=O)C1CCCN1C(=O)Nc1ccc(C)cc1 (stereo not drawn) was read as Cneo AK release -2, RAD54 inh -6, PglD inh -1, RAD52 inh -1 and ERAP1 inh 2.
COc1cc(CN2CCC(C(=O)NC3CCCC3)CC2)cc(OC)c1O was read as Cneo AK release 0, RAD54 inh -1, PglD inh 1 and miR122 inh -5.
Screening COc1cccc(C(=O)Nc2ccc3c(c2)OC[C@H](C)N(C(C)=O)C[C@H](C)[C@H](OC)CN(C)C3=O)c1 returned Cneo AK release 1, RAD54 inh 14, E-selectin induc -0.3, PglD inh -1, PGC1a acetyl inh -11, RAD52 inh 1, miR122 inh -11[16.7 µM] and ERAP1 inh 1.
`O=C(CCC1CCCCC1)NCc1ccccn1` gave Cneo AK release -2, RAD54 inh 9, E-selectin induc 0.6, PglD inh -7, RAD52 inh -20, miR122 inh 15 and ERAP1 inh 1.
